# Compound activity deposited in PubChem BioAssay by Johns Hopkins Ion Channel Center.
# MrgX1 allo act: positive allosteric modulators of MrgX1, primary screen, HEK293 cells, Fluo-4 calcium flux. actives 0.63% (n = 310,000). B-score at 10 µM. FDSS; active compounds read high;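 active = plate-corrected calcium response at least 3 library SD above typical, normal starting fluorescence, not activating the receptor alone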;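 also: compound read alongside a low EC10 to EC30 dose of BAM8-22 agonist; peak minus trough fluorescence over baseline measured at the second addition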
# Target sequence (Q96LB2 whole entry, looked up): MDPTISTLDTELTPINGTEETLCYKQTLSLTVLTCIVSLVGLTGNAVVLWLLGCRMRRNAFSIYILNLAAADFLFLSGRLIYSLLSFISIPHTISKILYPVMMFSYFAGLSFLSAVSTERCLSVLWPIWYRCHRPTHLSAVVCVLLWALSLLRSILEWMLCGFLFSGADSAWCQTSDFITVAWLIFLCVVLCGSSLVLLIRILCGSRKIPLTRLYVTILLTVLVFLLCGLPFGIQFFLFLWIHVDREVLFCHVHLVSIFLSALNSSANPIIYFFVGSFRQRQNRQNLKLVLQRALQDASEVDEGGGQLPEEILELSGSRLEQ
# KCNQ1 block: inhibitors of human KCNQ1 channel, primary screen, cell-based, thallium flux, high-throughput | CHO-K1 KCNQ1, FluxOR thallium flux fluorescence; active compounds read high | B-score at 10 µM | actives 1.3% (n = 310,000) | AID 2642, 2010;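 active = compounds whose thallium flux B-score, printed positive for inhibition, exceeds three library SD while starting fluorescence stays within three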;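 also: channel opened by potassium depolarization with thallium stimulus after 20 min compound exposure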
# RGS4 inh: RGS4 inhibitors, primary screen, cell-based, HEK293 M3R inducible RGS4, calcium flux; B-score at 10 µM; actives 0.45% (n = 310,000); Regulator of G-protein signaling 4 (Homo sapiens), P49798; Fluo-4 calcium flux; active compounds read high; triggered by carbachol at its EC20;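 active = B-score, a plate-corrected calcium signal, over three deviations above library mean, with baseline fluorescence within five deviations of library mean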;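 also: RGS4 expression induced by doxycycline in cells with stable M3 receptor; B-score is computed from the integrated fluorescence ratio over baseline after carbachol; higher B-score means a larger calcium signal and so more RGS4 inhibition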
# Target sequence (P49798 whole entry, looked up): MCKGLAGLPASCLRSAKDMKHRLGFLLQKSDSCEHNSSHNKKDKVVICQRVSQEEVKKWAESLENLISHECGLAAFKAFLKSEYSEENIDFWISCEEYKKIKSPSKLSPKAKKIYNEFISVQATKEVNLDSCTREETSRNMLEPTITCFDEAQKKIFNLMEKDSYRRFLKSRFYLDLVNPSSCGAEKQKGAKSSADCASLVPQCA
# ANO1 activ: TMEM16A chloride channel activators or potentiators, primary screen, cell-based, HTS. Anoctamin-1 (Mus musculus), Q8BHY3. HEK293 TMEM16A/YFP-H148Q/I152L, iodide quench fluorescence; active compounds read low. B-score at 10 µM. actives 0.3% (n = 340,000). AID 623877, 2012;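 active = fluorescence-ratio B-score plate-corrected deviation score at least 3 library SD below zero, with starting fluorescence score within 5 deviations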;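 also: channel opened by trigger with iodide after compound preincubation; score built on the fluorescence ratio of max minus min over baseline; more negative score means more quench and so TMEM16A activation or potentiation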
# KCNQ1 act: potentiators or activators of KCNQ1 channel, primary screen, cell-based, thallium flux, high-throughput; Potassium voltage-gated channel subfamily KQT member 1 (Homo sapiens), P51787; CHO-K1 KCNQ1, thallium flux FluxOR fluorescence; active compounds read high; B-score at 10 µM; actives 0.35% (n = 310,000); AID 2648, 2010;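 active = fluorescence ratio B-score, a plate-corrected score, at least three library SD, with initial intensity B-score within 5 SD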
#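 Material: CHO-K1 cells stably expressing KCNQ1. Medium: assay buffer for compound exposure, DMSO matched across wells. Reagent: K+/Tl+ depolarizing stimulus. Compound dosing: single-concentration screen. Times: 37 °C overnight plating, 90-min dark dye load, 20-min compound pretreatment. Technique: FluxOR Tl+ flux fluorescence.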
# RGS4 pot: RGS4 potentiators or activators, primary screen, cell-based, HEK293 M3R inducible RGS4, calcium flux | carbachol calcium flux Fluo4; active compounds read low | B-score at 10 µM | actives 0.92% (n = 310,000) | AID 463111, 2010;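 active = B-score of the integrated calcium signal more than 4 SD below the library mean, with starting fluorescence not abnormally high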;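 also: negative B-score means reduced calcium response which marks RGS4 activation or potentiation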
#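 test system = HEK293 cells with stable M3R and inducible RGS4 | schedule = recording 10 s baseline at 1 Hz, 100 s post-agonist | technique = Fluo4-AM (2 µM) calcium-flux fluorescence, kinetic read | measure = Agonist-evoked peak-minus-minimum fluorescence over baseline, integrated ratio, B score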
# KCNK3 block: human KCNK3 channel inhibitors, primary screen, CHO cells, FluxOR thallium flux, B-score; FluxOR fluorescence; active compounds read low; B-score at 10 µM; actives 0.84% (n = 340,000); AID 602410, 2012;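 active = B-score under library mean minus 4 SD, starting fluorescence ratio at most library mean plus 5 SD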;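 also: more negative B-score means stronger inhibition of thallium flux through KCNK3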
# Target sequence (O14649 whole entry, looked up): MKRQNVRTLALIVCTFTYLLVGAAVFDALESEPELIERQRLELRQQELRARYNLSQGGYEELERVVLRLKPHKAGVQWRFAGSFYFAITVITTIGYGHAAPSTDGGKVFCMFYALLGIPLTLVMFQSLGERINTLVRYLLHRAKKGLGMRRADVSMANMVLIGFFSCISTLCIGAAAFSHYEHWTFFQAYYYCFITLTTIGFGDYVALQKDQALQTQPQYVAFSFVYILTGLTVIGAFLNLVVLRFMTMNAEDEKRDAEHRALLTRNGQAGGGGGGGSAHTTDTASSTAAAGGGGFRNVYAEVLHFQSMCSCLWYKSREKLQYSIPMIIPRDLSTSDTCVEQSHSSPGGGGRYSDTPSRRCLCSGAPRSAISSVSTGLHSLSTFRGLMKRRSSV
# MrgX1 ag: agonists of human MrgX1 receptor, primary screen, HEK293 cells, Fluo-4 calcium flux; Fluo-4 calcium fluorescence, agonist mode; active compounds read high; B-score at 10 µM; actives 0.44% (n = 310,000); AID 588627, 2011;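 active = calcium response B-score plate-corrected fluorescence ratio at least 3 library SD, with starting fluorescence B-score inside 5 SD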
#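 times = overnight plating, then 30 min 37 °C plus 30 min room-temperature dye loading | assay system = stable human MrgX1 HEK293 cell line | input = fifteen thousand cells per well | signal = kinetic calcium dye fluorescence, Fluo-4 NW | dosing = compound delivered in addition one of three | read-out = B-scored fluorescence response ratio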
# KCNK9 inh: KCNK9 potassium channel inhibitors, primary screen, HEK293 cells, thallium flux | AID 488922, 2010 | FluxOR thallium flux fluorescence; active compounds read low | B-score at 10 µM | actives 1.2% (n = 310,000);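 active = ratio B-score over 3 SD below the library mean, with starting fluorescence within 5 SD of its mean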;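 also: negative B-score means less thallium flux so channel inhibition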
# ANO1 block: TMEM16A chloride channel inhibitors, primary screen, cell-based, HTS; normalized B-score (activity score, 25-100; higher = stronger inhibition) at 10 µM; Anoctamin-1 (Mus musculus), Q8BHY3; HEK293 TMEM16A/YFP iodide influx fluorescence, ionomycin; AID 588511, 2011; actives 1.2% (n = 310,000);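 active = ratio plate-corrected score three or more library SD toward inhibition, starting fluorescence score within five deviations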;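 also: score derived from kinetic fluorescence span divided by baseline fluorescence per well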
# hERG protect: hERG rescue from dofetilide block, primary screen, cell-based, CHO-hERG, FluxOR thallium flux, dofetilide IC70. Voltage-gated inwardly rectifying potassium channel KCNH2 (Homo sapiens), Q12809. activation (rescue from dofetilide block), less the hit threshold, % at 10 µM. AID 1511, 2009. actives 0.51% (n = 310,000). dofetilide IC70 present;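 active = activation above the mean of controls blocked by dofetilide plus 5 SD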;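 also: thallium influx through hERG after potassium depolarization seen as dye fluorescence rise; in these data hits start at about 4.7%; inactives centre near -7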
# Numbers without * were called inactive; i = inactive; . = not tested or not shown.
Structure,RGS4 pot,KCNQ1 block,hERG protect,KCNQ1 act,MrgX1 ag,ANO1 block,MrgX1 allo act,KCNK9 inh,RGS4 inh,ANO1 activ,KCNK3 block
COc1cccc(NC(=O)CCCn2c(=O)[nH]c3ccccc3c2=O)c1,i,i,-1,i,i,i,i,i,i,i,i
Cc1ccccc1CSCCNC(=O)c1ccccc1,i,i,-5,i,i,i,i,i,i,i,i
COc1ccc(-c2c(C)nn3c(N4CCC(C(=O)N5CCCCC5)CC4)cc(C)nc23)cc1OC,i,i,-10,i,i,i,i,i,i,i,i
CCOc1ccccc1N(CC(=O)Nc1cc(OC)ccc1OC)S(=O)(=O)c1ccccc1,i,i,-2,i,i,i,i,i,i,i,i
CCOc1ccc(N(C(C)=O)C2C=CS(=O)(=O)C2)cc1 (configuration not stated),i,i,1,i,i,i,i,i,i,i,i
Cc1cc(C#N)c(SCC(N)=O)nc1-c1ccc(F)cc1,i,i,-5,i,i,i,i,i,i,i,i
CN(C)C(CNC(=O)CCOc1ccccc1)c1ccco1 (configuration not stated),i,i,-4,i,i,i,i,i,i,i,i
CCc1nnc(NC(=O)c2cccc(S(=O)(=O)N3CC(c4ccccc4)CC3=O)c2)s1 (configuration not stated),i,i,-7,i,i,i,i,i,i,i,i
CC(C)COC(=O)n1c(SCC(N)=O)nc2ccccc21,i,i,-10,i,i,i,i,i,i,i,i
COC(=O)c1sc(N)c(C(=O)OC)c1COC(=O)c1c(C)noc1C,i,i,-14,i,i,i,i,i,i,i,i
Cc1occc1-c1nnc(SCC(=O)Nc2nc(C(C)(C)C)cs2)o1,i,i,-9,i,i,i,i,i,i,i,i
N#Cc1c(N2CCSCC2)nsc1-c1ccccc1Cl,i,i,-14,i,i,i,i,i,i,i,i
CCc1nnc(NC(=O)c2ccc(COc3ccccc3Cl)o2)s1,i,i,-6,i,i,i,i,i,i,i,i
O=C1CCCN1CCC1CCN(C2CC(=O)N(c3ccc(F)cc3)C2=O)CC1 (configuration not stated),i,i,-6,i,i,i,i,i,i,i,i
CN1CCN(S(=O)(=O)c2cccc(C(=O)NCCC3=CCCCC3)c2)CC1,i,i,-13,i,i,i,i,i,i,i,i
COCc1cc(C)nc(N2CCN(Cc3ccccc3)CC2)c1C#N,i,i,-2,i,i,i,i,i,i,i,i
COc1ccc2cc(C(=O)N(C)Cc3ccccc3)[nH]c2c1,i,i,0,i,i,i,i,i,i,i,i
Cc1nn(CCC#N)c(N)c1C1(O)C(=O)Nc2c(Cl)cc(Cl)cc21 (configuration not stated),i,i,-9,i,i,i,i,i,i,i,i
COCCN(C(=O)C(=O)NC1CCCC1)C(C(=O)NC1CCCC1)c1ccccc1F (configuration not stated),i,i,-21,i,i,i,i,i,i,i,i
CCOC(=O)c1cc(NC(=O)c2ccco2)ccc1N1CCOCC1,i,i,-6,i,i,i,i,i,i,i,i
O=C1C2C3C=CC(C4CC34)C2C(=O)N1c1cc(Cl)ccn1 (configuration not stated),i,i,-3,i,i,i,i,i,i,i,i
O=C(NN=C1CCN(Cc2ccccc2)CC1)c1ccccc1,i,i,0,i,i,i,i,i,i,i,i
CCN(CC)CCN(C)Cc1ccc(Br)cc1,i,i,-4,i,i,i,i,i,i,i,i
CS(=O)(=O)c1ccccc1-c1nnc(-c2ccc(Cl)cc2)o1,i,i,-7,i,i,i,i,i,i,i,i
Cc1ccc(S(=O)(=O)CCC(=O)OCC(=O)N2CCc3ccccc32)cc1,i,i,-7,i,i,i,i,i,i,i,i
O=C(Nc1ccc2c(c1)C(=O)OC2)c1ccccc1Cl,i,i,-9,i,i,i,i,i,i,i,i
Cc1nc(N2CCOCC2)sc1C=O,i,i,-9,i,i,i,i,i,i,i,i
COc1ccc(/C=N/OCC(=O)N(Cc2ccccc2)c2ccccc2C(=O)O)cc1,i,i,-8,i,i,i,i,i,i,i,i
COC(=O)c1cnn(-c2ccccc2)c1/C=N/NC(=S)Nc1ccc(Cl)cc1,i,i,-7,i,i,i,i,i,i,i,i
CCc1ccc(CCC(=O)Nc2nccs2)o1,i,i,-4,i,i,i,i,i,i,i,i
COCCCNC(=O)Cn1cc(C(C)=O)c2ccccc21,i,i,-11,i,i,i,i,i,i,i,i
N#CC1=C(N)C2=CCCC[C@H]2[C@H](c2ccccc2)C1(C#N)C#N,i,i,-14,i,i,i,i,i,i,i,i
Cc1ccc(S(=O)(=O)C(C)C(=O)NCCS(=O)(=O)c2ccc(Cl)cc2)cc1 (configuration not stated),i,i,-6,i,i,i,i,i,i,i,i
COc1ccc(CNC(=O)Cn2ccc3cc(S(=O)(=O)N4CCCC4)ccc32)cc1OC,i,i,-8,i,i,i,i,i,i,i,i
Cc1csc(CNC(=O)c2ccc(OC3CCN(CCc4ccccc4)CC3)cc2)n1,i,i,-8,i,i,i,i,i,i,i,i
Cn1c(CC(=O)Nc2ccc(Cl)cc2)nnc1SCC(=O)N1CCOCC1,i,i,-6,i,i,i,i,i,i,i,i
COc1ccc(CC(=O)Nc2c3c(nn2C(C)(C)C)CS(=O)(=O)C3)cc1,i,i,-6,i,i,i,i,i,i,i,i
COCCNc1nnc(Cc2ccc(OC)c(OC)c2)c(=O)[nH]1,i,i,-5,i,i,i,i,i,i,i,i
CCOc1ccccc1NC(=O)CSc1nnnn1-c1ccccc1,i,i,-10,i,i,i,i,i,i,i,i
Cc1ccn2c(=O)nc(SCC(=O)c3ccc(Cl)cc3)nc2c1,i,i,-13,i,i,i,i,i,i,i,i
COc1cccc(C(=O)OCCCOC(=O)c2cccc(OC)c2OC)c1OC,i,i,-4,i,i,i,i,i,i,i,i
CCc1ccc(-n2c(SCC(=O)Nc3cc(C)[nH]n3)nc3[nH]ncc3c2=O)cc1,i,i,-4,i,i,i,i,i,i,i,i
COC(=O)c1ccc(S(=O)(=O)c2ccc(Cl)cc2)c(N)c1,i,i,-6,i,i,i,i,i,i,i,i
Cc1ccc(CCNS(=O)(=O)c2cc(Br)cnc2N)cc1,i,i,-3,i,i,i,i,i,i,i,i
O=C(Nc1ccccn1)c1ccc([N+](=O)[O-])cc1Cl,i,i,-13,i,i,i,i,i,i,i,i
COc1ccccc1-n1cn[nH]c1=S,i,i,-15,i,i,i,i,i,i,i,i
CN1CCC(N(C)C(=S)Nc2ccc(SC(F)F)cc2)CC1,i,i,-11,i,i,i,i,i,i,i,i
Cc1cc2c3c([nH]c2cc1S(=O)(=O)NCc1ccc(CN2CCCCCC2)o1)CCCC3=O,-8.6*,i,-8,i,i,i,i,i,i,i,i
CC(=O)Nc1ccc(NC(=O)CSc2ccc(-c3ccco3)nn2)cc1,i,i,-8,i,i,i,i,i,i,i,i
Cc1ccc(/C=C2\SC(=S)N(CC(=O)Nc3ncc(Cc4ccccc4Cl)s3)C2=O)cc1,i,i,-7,i,i,i,i,i,i,.,.
CC1(C)CCCC(C)(C)N1CC(O)COCCOc1ccc(Br)cc1 (configuration not stated),i,i,-6,i,i,i,i,i,i,i,i
O=C(CN(c1ccc(F)cc1)S(=O)(=O)c1ccc2c(c1)OCCO2)NCc1ccncc1,i,i,-9,i,i,i,i,i,i,i,i
O=C(NCC1CCCCC1)c1cccc(-c2ccc(O)cc2)c1,i,i,-7,i,i,i,i,i,i,i,i
CCC(C)NC(=O)N[C@@H](CCSC)C(=O)O (some centres not stated),i,i,-12,i,i,i,i,i,i,i,i
COc1ccc(N(CC(=O)Nc2ccc3c(c2)OCO3)S(=O)(=O)c2ccccc2)c(OC)c1,i,i,-32,i,i,i,i,i,i,i,i
O=C(/C(=C(/[O-])c1ccccc1)[n+]1ccccc1)c1ccc([N+](=O)[O-])cc1,i,i,-5,i,i,i,i,i,i,i,i
Cc1ccc(Nc2nc(NCCCN3CCOCC3)nc(N)c2[N+](=O)[O-])cc1C,i,i,-5,i,i,i,i,i,i,i,i
CC(CCc1ccccc1)NC(=O)CNc1cccc([N+](=O)[O-])c1 (configuration not stated),i,i,-12,i,i,i,i,i,i,i,i
CCNS(=O)(=O)c1cc(Br)ccc1OC,i,i,-21,i,i,i,i,i,i,i,i
O=C(NC1CCS(=O)(=O)C1)N1CCCCC1 (configuration not stated),i,i,-9,i,i,i,i,i,i,i,i

# (further entries)
Structure,RGS4 pot,KCNQ1 block,hERG protect,KCNQ1 act,MrgX1 ag,ANO1 block,MrgX1 allo act,KCNK9 inh,RGS4 inh,ANO1 activ,KCNK3 block
Cc1cc(C)c(NC(=O)CS(=O)CC(=O)N2CCN(c3ccc(F)cc3)CC2)c(C)c1 (configuration not stated),i,i,2,i,i,i,i,i,i,i,i
Cc1ccc(-c2nc3c(=O)n(C)c4ccccc4c3o2)cc1,i,i,-15,i,i,i,i,i,i,i,i
COc1ccccc1NC(=O)Nc1ncccc1C,i,i,-6,i,i,i,i,i,i,i,i
COc1ccccc1N(C(=O)CNC(=O)c1ccco1)C(C(=O)NC1CCCC1)c1ccncc1 (configuration not stated),i,i,-10,i,i,i,i,i,i,i,i
COc1ccc(NC(=O)Cn2nc(C)c([N+](=O)[O-])c2C)cn1,i,i,-7,i,i,i,i,i,i,i,i
Cc1cc(C)n(-c2ncnc3sc(C)c(C)c23)n1,i,i,-7,i,i,i,i,i,i,i,i
